# Mm-Cpn inhibitor: M. maripaludis TRiC chaperonin inhibition; purified Mm-Cpn ATPase, ADP Transcreener TR-FRET; Potency, µM (series often up to 76.9 µM), without a hit: at the top dose activity, negative = inhibition, most hits filed as inhibitors; actives 0.031% (n = 330,000); further: potency means the concentration at half of the fitted maximal effect; on the % scale 0 is the no-effect control and ±100 the full control effect; nearly all actives have a fitted effect of over 80% in size
#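 25 nM Mm-CPN + cpd, 10 min 37°C; + 10 uM ATP, 30 min 37°C; buffer 30 mM Tris pH 7.4, 100 mM KCl, 5 mM MgCl2, 1 mM DTT; Transcreener ADP HTRF detection 30 min RT.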
# Nrf2 block: blocks Nrf2 signaling; actives 2.1% (n = 360,000); A549 ARE-Fluc reporter, luciferase luminescence, 18-24 h; Potency, µM (series often up to 46 µM), for the others: at the top dose activity change, negative = inhibition, hits mostly inhibitors; further: potency means the concentration at half of the fitted maximal effect; on the % scale 0 is the no-effect control and ±100 the full control effect; nearly all actives have a fitted effect of over 60% in size
#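 Cells were seeded and rested 2 h, then exposed to compounds for 18-24 h. CellTiter-Fluor was read first as a viability measure. BugLite was added 15 min before the final luminescent read of ARE-luciferase activity in A549 cells.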
# A549 viability: counter-screen for Nrf2 inhibitors: cytotoxicity in A549 cells; A549 ARE-Fluc cells, CellTiter-Fluor viability, 18-24 h; Potency, µM (doses to about 46 µM), inactives show top-dose activity change, negative = cytotoxicity, actives largely listed as inhibitors; actives 0.16% (n = 390,000); AID 504648; further: potency means the concentration at half of the fitted maximal effect; on the % scale 0 is the no-effect control and ±100 the full control effect
#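 A549 ARE-Fluc cells in 5% FBS OPTI-MEM, 5000 cells/well, rested 2 h then exposed to compounds in concentration-response for 18-24 h at 37 °C. Viability by CellTiter-Fluor fluorescence (Ex 405/Em 525) after 30 min; luciferase luminescence (BugLite, 15 min, RT) read afterwards.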
# HepG2 viability: HepG2 cytotoxicity, counter-screen for TGF-b inhibitors. AID 588856. actives 0.76% (n = 410,000). Potency, µM (top dose mostly 46.1 µM), inactives show top-dose activity change, negative = cytotoxicity, actives largely listed as cytotoxic. HepG2 CAGA-GFP viability, ATP luminescence, 18 h; further: potency means the concentration at half of the fitted maximal effect; some results filed as inactive show a strong effect at the top dose
#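 CellTiter-Glo luminescence gave cytotoxicity after 18 hours at 37 degrees C. The cells were HepG2 CAGA-GFP in 1% FBS DMEM, stimulated with 500 pg/mL TGF-beta after compound addition. %Activity was normalised to no-cell wells (complete cell-killing) and DMSO (no toxicity), and curves were fitted and classified.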
# CCT chaperon mod: cytosolic chaperonin activity modulation; activity change, % (concentration not given with the values), hits read low; actives 0.3% (n = 360,000); purified chaperonin ATPase assay, HTRF ADP detection, 30 min; in the data active means activity change below about -30%; further: on the % scale 0 is the no-effect control and ±100 the full control effect
#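 ATPase activity: ADP formed was measured by HTRF Transcreener (665/615 nm ratio) after 30 min at 37 deg C with 10 uM ATP. Compounds screened at one 76 uM concentration against 40 or 20 nM TRiC in Tris pH 7.4/KCl/MgCl2/DTT buffer.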
# Abeta rescue: compounds reversing amyloid beta toxicity in yeast | actives 0.063% (n = 410,000) | yeast expressing A-beta42, growth rescue, OD600, 48 h; response scale: 0% DMSO, 100% iron-clioquinol control | AID 1347071 | Potency, µM (highest dose often 46.1 µM), without a hit: at the top dose growth rescue, actives largely listed as activators; further: potency means the concentration at half of the fitted maximal effect; nearly all actives have a fitted effect of over 55% in size
#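 Growth rescue measured by 600 nm absorbance after 48 h yeast culture at 30 C with compound. Values normalized between DMSO and an equimolar ferric chloride plus clioquinol control.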
# pAkt inh: blocks phosphorylation of Akt; Neuro2A IGF-stimulated pAkt S473 HTRF, 20 min; stronger effect = lower value; actives 0.32% (n = 360,000); activity change, % for hits at 50 µM; in the data active means activity change below about -80%; inconclusive means mostly about -51% to -80%; further: on the % scale 0 is the no-effect control and ±100 the full control effect
#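 Neuro2A cells in DMEM with 0.5% FBS, overnight at 37 deg C, given compound at single 50 µM final, then IGF (6 nM final) for 20 min at 37 deg C. Lysed; phospho-Akt Ser473 by HTRF after 24 h, 665/615 ratio.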
# Nrf2 activator: activates Nrf2 signaling; AREc32 ARE-luciferase reporter (MCF7-derived line), luminescence, 24 h; Potency, µM (titrated, usually from 46.1 µM), without a hit: top-dose activation, most hits filed as activators; actives 0.31% (n = 410,000); further: potency means the concentration at half of the fitted maximal effect; % of control where 0% means no effect; nearly all actives have a fitted effect of over 65% in size
#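 Quantitative high-throughput format: AREc32 reporter cells, 1000 per well, received compound by pin transfer and were incubated 24 hr at 37 deg C, 5% CO2, before Steady-Glo luminescence detection.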
# TGFb inhibitor: blocks TGF-b signaling; HepG2 CAGA-GFP TGF-b/SMAD3 reporter, GFP fluorescence, 18 h; TGF-beta stimulated, 500 pg/mL final; Potency, µM (doses to about 46.1 µM), for the others: at the top dose activity, negative = inhibition, usual class: inhibitors; actives 1.2% (n = 410,000); further: potency means the concentration at half of the fitted maximal effect; on the % scale 0 is the no-effect control and ±100 the full control effect; nearly all actives have a fitted effect of over 65% in size
#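 Read-out: total well GFP (ex488/em500-530) summed from mean per-cell fluorescence. Cells: HEPG2 CAGA-GFP, 1% FBS DMEM, 18 h at 37 degrees C with 500 pg/mL final TGF-beta. Unstimulated wells served as the full-inhibition control; stimulated DMSO wells = 0%.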
# * marks the source's active call; other numbers are inactive results; i = inactive; ? = inconclusive; . = no result given; & = joins results of further samples; [ ] = dose if it differs, or a comment. Unless noted, the call rests on the fitted dose curve; in most records, active means well fitted curve in the direction sought with a large enough effect; inconclusive means small, poorly fitted or top-dose-only effect, or another doubt; inactive means no such curve, though single readings can be large; an effect the other way counts as inactive or inconclusive.
SMILES,Mm-Cpn inhibitor,Nrf2 block,A549 viability,HepG2 viability,CCT chaperon mod,Abeta rescue,pAkt inh,Nrf2 activator,TGFb inhibitor
COc1ccc(F)cc1S(=O)(=O)NCC(c1ccco1)S(=O)(=O)c1cccs1 (stereo not given),.,.,-6%,2%,.,-8%,.,14%,-29%
COc1cc(NC(=O)c2ccc3c(=O)n(Cc4ccco4)c(=S)[nH]c3c2)cc(OC)c1OC,0%,-12%,-1%,-54%,1.5,-2%,i,3.0%,?
CCOC(=O)c1c(-c2ccc(C)cc2C)csc1NC(=O)CSc1nnnn1C,-7%,?,2%,-1%,-1.8,-22%,i,4.2%,-14%
CC1CC(C)CN(S(=O)(=O)c2ccc(C(=O)NCc3ccco3)cc2)C1 (stereo not given),3%,?,-6%,1%,-0.8,2%,i,-0.4%,0%
COC(=O)CNS(=O)(=O)c1ccc(OC)cc1,0%,3%,-8%,-5%,-0.3,13%,i,-0.7%,2%
CCOC(=O)N1CCN(C(=O)c2cccc(S(=O)(=O)Nc3ccc(OC)cc3)c2)CC1,1%,-11%,-1%,-5%,-0.7,6%,i,-0.2%,0%
Cc1occc1-c1nnc(SCC(=O)N(C)c2ccccc2)o1,-1%,17%,-1%,-4%,-0.6,-6%,i,-0.2%,0%
NC(=O)c1ccc(NC(=O)COC(=O)C2(c3cccc(F)c3)CCCC2)cc1,1%,-32%,1%,-16%,-1.6,4%,i,-0.3%,-16%
CC(CNC(=O)c1ccc(OC2CCN(Cc3ccccn3)CC2)cc1)Oc1cccnc1 (stereo not given),3%,-8%,0%,-2%,0.8,3%,i,3.4%,10%
Cc1nn(C)c2c(=O)c(=O)c2n(C)[nH]1,1%,-22%,1%,15%,-2.2,15%,i,0.0%,-17%
O=C1CC(N2CCOCC2)C(=O)N1c1ccccc1Cl (stereo not given),1%,5%,1%,-1%,1.1,-30%[inhibitor],i,-0.6%,0%
COc1cccc(/C=N/NC(=O)CN(C)S(=O)(=O)c2ccccc2)c1OC,-1%,?,7%,-21%,-1.5,-2%,i,4.1%,-7%
CCOC(=O)c1c(C)[nH]c(C)c1C(=O)COC(=O)/C=C/c1cccc(C(F)(F)F)c1,1%,-6%,-7%,3%,-4.1,21%,i,?,?
CCOC(=O)NN1C(=O)c2ccccc2NC1(C)C,-4%,-5%,7%,-35%,-1.7,-2%,i,-0.2%,-2%
CSC1=NCCN1S(=O)(=O)c1ccc(C)cc1,0%,-9%,-1%,-6%,-4.4,2%,i,-0.2%,?
CC(=O)Nc1ccc(Oc2nc(-c3cccnc3)nc3sc4c(c23)CCCC4)cc1,.,3%,-3%,11%,-1.2,-10%,i,0.2%,2%
O=C(NC1CCCCC1)c1cccc2c1C(=O)c1ccc(N3CCC(Cc4ccccc4)CC3)cc1S2(=O)=O,-8%,1%,0%,0%,-0.3,-8%,i,-1.3%,23%
CCc1nn2c(=O)cc(COc3cccc(NC(=O)c4ccco4)c3)nc2s1,0%,-14%,4%,6%,-0.3,8%,i,0.4%,4%
CCc1nonc1NC(=O)c1oc2cc(C)c(Cl)cc2c1C,3%,?,-7%&-9%,26%&7%,0.6,-6%,i,-0.9%&-0.6%,17%&5%
Cc1cccc(NS(=O)(=O)c2ccc(Cl)c(C(=O)Nc3ccccc3C)c2)c1,.,?,?,-22%,.,-6%,.,-1.0%,?
CC(C)C1C(=O)N(Cc2cn(CCC3OCCO3)nn2)CCS(=O)(=O)N1Cc1ccc(-c2ccc(F)cc2Cl)cc1 (stereo not given),.,.,.,6%,-0.5,11%,i,-0.9%,?
CCC(=O)N=c1sc2c(OC)ccc(OC)c2n1C,.,7%,3%,-14%,-0.3,8%,i,8.1%,2%
Cc1cccc(N2CC(C(=O)Nc3ccc(N4CCOCC4)cc3)CC2=O)c1C (stereo not given),1%,?,-2%,8%,0.9,-10%,i,0.0%,3%
CCOC(=O)C1=C(C)NC(SC)=NC1c1ccc(OC)cc1 (stereo not given),1%,12%,2%,-5%,-2.1,9%,i,0.3%,2%
COc1ccc(C(=O)Oc2cc(-c3ccc(OC)c(OC)c3)cc(=O)c3c(C)oc(C)c23)cc1,.,-7%,5%,-7%,.,8%,.,-0.8%,-5%

# Remaining list, next part
SMILES,Mm-Cpn inhibitor,Nrf2 block,A549 viability,HepG2 viability,CCT chaperon mod,Abeta rescue,pAkt inh,Nrf2 activator,TGFb inhibitor
CCCC1CC(C)(C(=O)CSc2n[nH]c(-c3ccccc3)n2)OC1=O (stereo not given),-2%,13%,-3%,-8%,-1.6,-8%,i,0.5%,-7%
O=C1NC(c2cccc([N+](=O)[O-])c2)=CCN1c1ccccc1O,2%,3%,0%,-3%,2.3,.,i,?,-17%
Cc1cc2nc(SCCN3CCCC3)[nH]c2cc1C,1%,13%,7%,-21%,0.2,18%,i,0.2%,-19%
COc1ccc(CCN2CC(C(=O)NCCc3ncccc3C)CCC2=O)cc1 (stereo not given),.,.,.,-29%,1.2,-1%,i,-0.7%,-16%
Cc1occc1C(=O)Nc1cccc(C(F)(F)F)c1,-1%,-4%,?,-3%,1.0,-49%[inhibitor],i,3.4%,-23%
CCOC(=O)C(O)C1CCc2c([nH]c3ccc(C)cc23)C1=O (stereo not given),-10%,?,?,-17%,1.1,13%,i,15%,?
O=c1cc(-c2ccccc2)nc2nc(SCc3ccccc3)[nH]n12,0%,?,5%,-31%,-2.2,4%,i,2.5%,-25%
CN(C)S(=O)(=O)c1ccc(N2CCCC2)c(C(=O)NCC2COc3ccccc3O2)c1 (stereo not given),-1%,?,2%,0%,7.0,-12%,i,0.1%,-10%
CC(C)C[C@@H](CO)N(Cc1ccccc1)S(=O)(=O)N(Cc1ccccc1)[C@@H](CO)CC(C)C,-1%,?,?,16µM*,-1.0,?,i,-3.7%,10µM*
CCn1c(CC(=O)Nc2ccccc2C)nnc1SCC(=O)Nc1nncs1,-2%,1%,1%,-11%,-0.2,-17%,i,-0.4%,0%
O=C(c1ccc2snnc2c1)N1CCN(c2ccccc2)CC1,4%,10%,2%,-12%,1.9,10%,i,1.1%,0%
COC(=O)Nc1ncc(CN2CCCCC2)s1,-1%,-14%,12%,-11%,-1.7,2%,i,-0.6%,-1%
O=C1NCCN1C(=O)C12CC3CC(CC(C3)C1)C2,1%,-22%,-4%,-25%,-2.6,-18%,i,-1.0%,-15%
O=C(N/C(=C/c1ccccc1Cl)C(=O)N1CCCC1)c1ccccc1,0%,-18%,7%,0%,-2.7,-3%,i,0.5%,4%
Cc1cccc(N(C)S(=O)(=O)c2nnc(NC(=O)c3cccs3)s2)c1,.,4%,-4%,-23%,.,-6%,.,0.3%,-38%
c1ccc(-c2nc(C3CCCCC3)c3sccc3n2)cc1,.,13%,-3%,4%,-0.8,-5%,i,5.0%,2%
CCOC(=O)c1ccc([N+](=O)[O-])c(CS(=O)(=O)c2ccc(Cl)cc2)c1,0%,?,8%,-8%,-0.8,10%,i,0.2%,-4%
COc1cc(NS(=O)(=O)c2c(C)nc3sc(C)c(C)n3c2=O)cc(OC)c1,.,22%,3%,-27%,.,6%,.,0.1%,-19%
COc1c(O)cnn(-c2ccccc2)c1=O,-5%,2%,-1%,23%,1.6,5%,i,0.1%,11%
CCCn1c2ccccc2c2cnn(CC(=O)NCCc3ccc(S(N)(=O)=O)cc3)c(=O)c21,.,?,11%,-1%,.,-14%,.,0.2%,-6%
COc1ccc(CCC(=O)Nc2ccc(S(=O)(=O)Nc3ncccn3)cc2)cc1,-11%,1%,0%,1%,2.1,0%,i,-0.9%,1%
NC(=O)C1CCN(C(=O)c2cc(-c3ccccc3Cl)nc3ccccc23)CC1,4%,3%,-10%,77%,-0.7,7%,i,0.4%,4%
CCOc1ccc(N(CC(=O)NC2CCCC2)C(=O)c2ccc(C)s2)cc1,2%,?,-3%,9%,0.6,0%,i,-0.1%,3%
Cc1ccc(F)cc1-c1cc(C(=O)NCc2cc(C(F)(F)F)cc(C(F)(F)F)c2)[nH]n1,.,.,.,-35%,-0.3,-5%,i,-0.6%,-15%
O=C(O)C1CCC(=O)N(C2CCCCC2)C1c1ccccc1Cl (stereo not given),-3%,5%,1%,2%,-2.8,14%,i,-0.4%,-2%
COc1ccc(OC)c(CCNC(=O)CCc2nnc3ccc(N4CCCCC4)nn23)c1,-3%,-10%,-5%,-6%,1.7,0%,i,-0.2%,-14%
COc1ccc(CC2(CO)CCN(Cc3cccc(OC)c3OC)CC2)cc1,2%,6%,0%,-1%,-2.0,5%,i,0.0%,5%

# Some of these compounds in order of heavy-atom count, low to high.
SMILES,Mm-Cpn inhibitor,Nrf2 block,A549 viability,HepG2 viability,CCT chaperon mod,Abeta rescue,pAkt inh,Nrf2 activator,TGFb inhibitor
c1ccc(-c2nc(C3CCCCC3)c3sccc3n2)cc1,.,13%,-3%,4%,-0.8,-5%,i,5.0%,2%
O=C(c1ccc2snnc2c1)N1CCN(c2ccccc2)CC1,4%,10%,2%,-12%,1.9,10%,i,1.1%,0%
CCOC(=O)c1ccc([N+](=O)[O-])c(CS(=O)(=O)c2ccc(Cl)cc2)c1,0%,?,8%,-8%,-0.8,10%,i,0.2%,-4%

# Screening results deposited in PubChem by National Center for Advancing Translational Sciences (NCATS).
